Siah-1 displacement: blockers of Siah-1 interaction with plectin peptide – biochemical, fluorescence polarization, rhodamine-plectin, uHTS, primary screen (AID 1817) | Siah-1 / rhodamine-plectin peptide fluorescence polarization; higher % means a stronger effect | one-dose displacement, % at 20 µM; IC50 in µM for titrated hits | hit rate 0.02% among 290,000;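 active means displacement of at least 50% at 20 µM, with a fluorescence ratio check between 0.3 and a set limit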;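 further: plate controls were Siah plus tracer with DMSO for no effect and tracer alone without Siah for full effect; strong numbers were not always called active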
AID2073: disruptors of CaV2.2 binding to Mint1 – biochemical, HTRF (AID 2073); HTRF protein-protein interaction, Mint1-CaV2.2; higher % means a stronger effect; inhibition, % at 20 µM; hits with a dose series show IC50 in µM; hit rate 0.19% among 290,000; in the data active means inhibition mostly above about 51%, no sharp cut-off; inconclusive means no clear call, values can overlap the other calls; inactive means mostly below about 53%; further: some results filed as inactive read as strong as hits
Large T inhibition: SV40 large T antigen inhibitors, biochemical (AID 1903); inhibition, % at 20 µM, or IC50 in µM where a hit was titrated; SV40 large T antigen ATPase/helicase inhibition assay; higher % means a stronger effect; hit rate 0.39% among 310,000; in the data active means a potency from the dose series; inconclusive means inhibition mostly from about 32% at the one dose, without a potency; inactive means the rest, 99 in 100 with inhibition below about 32%; further: strong numbers were not always called active
XIAP antagonists: XIAP antagonists, biochemical, IAP family, fluorescence polarization (AID 1018); one-dose displacement, % at 20 µM; IC50 in µM for titrated hits; hit rate 0.007% among 200,000; XIAP BIR domain, fluorescence polarization peptide displacement; higher % means a stronger effect; in the data active means displacement above about 50%; further: a part of the inactive calls stands beside numbers as strong as those of hits
LYP phosphatase: inhibitors of LYP phosphatase, biochemical, fluorescence intensity, uHTS (AID 1779); recombinant LYP phosphatase, fluorescence intensity; higher % means a stronger effect; inhibition, % at 11.5 µM, or IC50 in µM where a hit was titrated; hit rate 0.054% among 290,000; in the data active means inhibition above about 50%;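 further: plate controls were vehicle with enzyme for no effect and no enzyme for full effect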
HIV fusion peptide: cell-free HIV fusion peptide-binding blockers – biochemical, uHTS, fluorescence dequenching, primary screen (AID 1986); one-dose inhibition, % at 20 µM; IC50 in µM for titrated hits; hit rate 0.3% among 290,000; cell-free peptide binding, fluorescence dequenching, 30 min; higher % means a stronger effect; in the data active means inhibition mostly above about 52%, no sharp cut-off; inactive means mostly below about 76%; further: some results filed as inactive read as strong as hits
RSV CPE inhibition: inhibition of RSV-induced cytopathic effect – HEp-2 cells, primary 10 µM value included (AID 2391); HEp-2 cells, RSV-induced CPE inhibition; higher % means a stronger effect; CPE inhibition, % at 10 µM; hits with a dose series show IC50 in µM; hit rate 0.13% among 310,000; in the data active means a potency from the dose series; inconclusive means CPE inhibition mostly from about 23% at the one dose, without a potency; inactive means the rest, 99 in 100 with CPE inhibition below about 21%; further: strong numbers were not always called active
Rac1 GTP hydrolysis: MgcRacGAP GTPase-activating activity inhibitors, confirmation, biochemical, ADP Hunter fluorescence; MgcRacGAP-stimulated Rac1 GTP hydrolysis, ADP Hunter fluorescence; higher % means a stronger effect; GST-tagged Rac1 F28L mutant substrate; inhibition, % at 30 µM, or IC50 in µM where a hit was titrated; hit rate 0.6% among 340,000;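 active means first-screen hits whose inhibition reached a set limit at any dose in the follow-up dose series; inconclusive means inhibition above the set first-screen limit but never retested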;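 further: fluorescence reports GDP produced by GAP-driven GTP hydrolysis; strong numbers were not always called active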
Dengue-2 NS5 capping: Dengue-2 NS5 methyltransferase inhibitors, primary screen, biochemical, confirmation dose response (AID 588689) | Dengue-2 NS5 methyltransferase capping enzyme assay, biochemical; higher % means a stronger effect | inhibition, % at 25 µM, or IC50 in µM where a hit was titrated | hit rate 0.3% among 340,000; in the data active means a potency from the dose series; inconclusive means inhibition above about 29% without an active follow-up result
* hit, by the source's call; ? = inconclusive; / = no result given.

1) CCc1ccccc1NC(=O)c1ccccc1Sc1ccc([N+](=O)[O-])cc1Cl
2) Cc1ccc(CN2C(=O)CCC2C(=O)NC2CCCC2)cc1 (stereo not drawn)
3) Cn1c(=O)c(C(N)=S)cn(-c2ccccc2)c1=O
4) CC(C)(C)NCC(O)COCc1ccc(Cl)cc1 (stereo not drawn)
5) COc1ccc(C(=O)NNC(=O)C2(C)CC2(Br)Br)cc1 (stereo not drawn)
6) COCC(C)NC(=O)c1cc2cc(OC)ccc2[nH]1 (stereo not drawn)
7) Cc1cccc(OC(C)C(=O)N2CCc3ccccc3C2)c1 (stereo not drawn)
8) NC(=O)NOCc1ccccc1

screen / no.	1	2	3	4	5	6	7	8
XIAP antagonists	-11%	-2.2%	/	3.1%	/	/	/	-5.1%
AID2073	-1%	-12%	-6%	0%	-10%	7%	-4%	0%
LYP phosphatase	5%	4%	7%	-6%	-13%	-10%	-6%	6%
HIV fusion peptide	-2.2%	-0.3%	3.2%	-1.3%	0.0%	0.2%	0.1%	-0.4%
Dengue-2 NS5 capping	-2%	2%	-3%	1%	-4%	8%	-5%	6%
Siah-1 displacement	5%	-2%	-3%	1%	1%	3%	-5%	8%
Rac1 GTP hydrolysis	12%	9%	8%	5%	-20%	2%	-3%	8%
RSV CPE inhibition	2.1%	-0.9%	0.4%	-0.5%	-0.2%	0.8%	2.4%	1.0%
Large T inhibition	9%	14%	13%	10%	16%	5%	4%	0%

9) Cc1ccccc1C(C(=O)NC1CCCC1)N(C(=O)Cc1cccs1)c1ccc2c(c1)OCCO2 (stereo not drawn)
10) NC(=O)c1ccccc1NC(=O)c1ccoc1
11) CCOC(=O)N1CCC(NC(=O)c2ccc3c(c2)N(C)C(=O)/C(=C/c2cccc(OC)c2)S3)CC1
12) NC(=O)c1ccc(NC(=O)CCN=C2NS(=O)(=O)c3ccccc32)cc1
13) OC1(c2nc3ccccc3[nH]2)CCCCC1
14) FC(F)(F)c1nc(SCc2ccccc2)n[nH]1
15) Cc1ccccc1N=C1NC(=O)CS1
16) CCCC(C(=O)Nc1cccc(S(=O)(=O)N2CCCC2)c1)c1ccccc1 (stereo not drawn)

screen / no.	9	10	11	12	13	14	15	16
XIAP antagonists	-18%	/	/	/	/	/	-1.5%	/
AID2073	-4%	104%	40%	/	/	/	-6%	/
LYP phosphatase	10%	-9%	-3%	/	/	/	-1%	/
HIV fusion peptide	-1.8%	1.4%	1.5%	/	/	/	-2.3%	/
Dengue-2 NS5 capping	-1%	5%	-10%	-6%	-4%	-4%	-6%	5%
Siah-1 displacement	4%	1%	8%	/	/	/	6%	/
Rac1 GTP hydrolysis	4%	10%	10%	6%	9%	8%	9%	1%
RSV CPE inhibition	8.7%	2.1%	12%	-0.9%	1.4%	-1.5%	0.5%	?
Large T inhibition	-1%	9%	6%	8%	14%	14%	-3%	8%

17) CN(C)CCCOC(=O)N1c2ccccc2C=Cc2ccccc21
18) COc1cccc(N2CCN(Cc3nnnn3C3CCCCC3)CC2)c1
19) O=C(CS(=O)c1ccc(F)cc1)Nc1ccccc1Cl (stereo not drawn)
20) Cc1cc(NC(=O)CN2C(=O)CC(c3ccco3)Sc3ccccc32)no1 (stereo not drawn)
21) Cc1ccccc1N1CCN(C(=S)c2ccc(-c3ccc([N+](=O)[O-])cc3)o2)CC1
22) Clc1ccc(N2CCN(c3cnc4ccccc4n3)CC2)cc1
23) COc1cccc(Cn2nnc(C(=O)Nc3ccc(C)cc3)c2N)c1
24) O=C(C1CCCN(CCCc2ccccc2)C1)N1CCCCCC1 (stereo not drawn)

screen / no.	17	18	19	20	21	22	23	24
XIAP antagonists	/	-13%	-16%	-3.1%	/	-7.2%	1.0%	0.3%
AID2073	13%	10%	-4%	55%	-17%	1%	8%	0%
LYP phosphatase	-10%	4%	-7%	1%	2%	-2%	-4%	4%
HIV fusion peptide	0.9%	-1.1%	-1.4%	11%	7.4%	-1.6%	-1.1%	1.3%
Dengue-2 NS5 capping	-1%	-6%	-5%	-3%	-8%	-4%	-1%	-5%
Siah-1 displacement	-3%	-3%	-3%	-3%	0%	-3%	-3%	-1%
Rac1 GTP hydrolysis	14%	-5%	5%	3%	13%	8%	5%	13%
RSV CPE inhibition	0.2%	-0.2%	0.3%	0.9%	/	7.6%	-0.4%	-0.4%
Large T inhibition	1%	10%	6%	4%	17%	3%	14%	7%

25) CCc1ccccc1NC(=O)C(CC)Sc1nc2cc3c(cc2c(=O)n1Cc1ccco1)OCO3 (stereo not drawn)
26) Cc1nn2cc(-c3ccc(N)cc3)nc2s1
27) COC(=O)Nc1ccc(S(=O)(=O)N(CCO)CC(F)(F)C(F)F)cc1
28) CCCCCC(=O)N/N=C/c1ccco1
29) O=S(=O)(c1ccc(NC(=S)NCCc2ccccc2)cc1)N1CCOCC1
30) CC1CCC(N2CCNCC2)CC1 (stereo not drawn)
31) O=C(COC(=O)c1cccc(S(=O)(=O)N2CCN(c3ccc(F)cc3)CC2)c1)NCC1CCCO1 (stereo not drawn)
32) O=C(Nc1ccccc1O)c1ccc(NS(=O)(=O)c2cccc3cccnc23)cc1

screen / no.	25	26	27	28	29	30	31	32
XIAP antagonists	-0.6%	-2.2%	-2.9%	-11%	-4.6%	-6.2%	-9.0%	-4.5%
AID2073	9%	7%	6%	-1%	-38%	-1%	-1%	12%
LYP phosphatase	-7%	1%	0%	-6%	-1%	-9%	-2%	-2%
HIV fusion peptide	-1.2%	0.8%	1.5%	14%	-3.4%	-0.7%	-1.6%	3.3%
Dengue-2 NS5 capping	1%	0%	-6%	6%	-12%	-4%	3%	-11%
Siah-1 displacement	2%	0%	4%	0%	-2%	-2%	13%	4%
Rac1 GTP hydrolysis	2%	110µM*	-8%	10%	9%	5%	6%	-9%
RSV CPE inhibition	-1.4%	-0.2%	2.3%	1.7%	1.3%	0.1%	-0.1%	-2.8%
Large T inhibition	6%	31%	5%	20%	2%	4%	14%	14%

33) O=C1NN=C(c2ccc(Cl)cc2)CC1c1c[nH]c2ccccc12 (stereo not drawn)
34) Cc1ccc(C(=O)NNC(=O)c2ccccc2-n2cccc2)cc1
35) O=C(O)C1CCCCC1C(=O)NCCc1ccc(Cl)cc1 (stereo not drawn)
36) Cc1cc(S(=O)(=O)N2CCN(c3ccccc3C)CC2)ccc1F
37) O=[N+]([O-])c1ccccc1S(=O)(=O)N1CCCC(C(F)(F)F)C1 (stereo not drawn)
38) CSCC(C)N1CCC(Oc2cccc(C(=O)NCc3ccccn3)c2)CC1 (stereo not drawn)
39) N#CC(C#N)=C1C=CC=CN1/C(=C\c1ccccc1)C(=O)c1cccs1
40) C=C(C)Cn1c(CCNC(=O)c2ccco2)nc2ccccc21

screen / no.	33	34	35	36	37	38	39	40
XIAP antagonists	-8.1%	-5.8%	-0.9%	-3.1%	/	/	-4.5%	/
AID2073	-2%	8%	-6%	1%	-3%	9%	10%	-6%
LYP phosphatase	-4%	-2%	-2%	4%	-6%	-12%	-7%	-9%
HIV fusion peptide	-0.6%	-1.6%	-2.2%	-0.7%	1.1%	17%	9.7%	-0.6%
Dengue-2 NS5 capping	-4%	6%	8%	5%	-15%	4%	?	-10%
Siah-1 displacement	0%	5%	-4%	0%	-1%	2%	4%	2%
Rac1 GTP hydrolysis	0%	7%	1%	6%	-3%	10%	-3%	4%
RSV CPE inhibition	?	2.6%	0.0%	?	2.6%	0.3%	65%	1.1%
Large T inhibition	10%	7%	-3%	6%	-10%	12%	4%	5%

Part of the list above, as tab-separated lines:
no.	molecule	XIAP antagonists	AID2073	LYP phosphatase	HIV fusion peptide	Dengue-2 NS5 capping	Siah-1 displacement	Rac1 GTP hydrolysis	RSV CPE inhibition	Large T inhibition
29	O=S(=O)(c1ccc(NC(=S)NCCc2ccccc2)cc1)N1CCOCC1	-4.6%	-38%	-1%	-3.4%	-12%	-2%	9%	1.3%	2%
30	CC1CCC(N2CCNCC2)CC1 (stereo not drawn)	-6.2%	-1%	-9%	-0.7%	-4%	-2%	5%	0.1%	4%
31	O=C(COC(=O)c1cccc(S(=O)(=O)N2CCN(c3ccc(F)cc3)CC2)c1)NCC1CCCO1 (stereo not drawn)	-9.0%	-1%	-2%	-1.6%	3%	13%	6%	-0.1%	14%
32	O=C(Nc1ccccc1O)c1ccc(NS(=O)(=O)c2cccc3cccnc23)cc1	-4.5%	12%	-2%	3.3%	-11%	4%	-9%	-2.8%	14%
33	O=C1NN=C(c2ccc(Cl)cc2)CC1c1c[nH]c2ccccc12 (stereo not drawn)	-8.1%	-2%	-4%	-0.6%	-4%	0%	0%	?	10%
34	Cc1ccc(C(=O)NNC(=O)c2ccccc2-n2cccc2)cc1	-5.8%	8%	-2%	-1.6%	6%	5%	7%	2.6%	7%
35	O=C(O)C1CCCCC1C(=O)NCCc1ccc(Cl)cc1 (stereo not drawn)	-0.9%	-6%	-2%	-2.2%	8%	-4%	1%	0.0%	-3%
36	Cc1cc(S(=O)(=O)N2CCN(c3ccccc3C)CC2)ccc1F	-3.1%	1%	4%	-0.7%	5%	0%	6%	?	6%
37	O=[N+]([O-])c1ccccc1S(=O)(=O)N1CCCC(C(F)(F)F)C1 (stereo not drawn)	/	-3%	-6%	1.1%	-15%	-1%	-3%	2.6%	-10%

New compounds follow:
41) O=C(CNC(=S)N(Cc1ccccc1Cl)C1CCCC1)NCCCN1CCOCC1
42) Cc1cc(=O)n2[nH]c(NCc3ccccc3F)nc2n1
43) COC(=O)c1ccccc1NC(=O)CSc1nnnn1C1CCCCC1
44) CC(C)c1nnc(NC(=O)CCS(=O)(=O)c2nc(-c3cccs3)cc(C(F)(F)F)n2)s1
45) CC(C)(C)N1CC(c2nc3ccccc3n2Cc2ccc(F)cc2)CC1=O (stereo not drawn)
46) COc1ccc(NC(=O)C(c2cc3c(cc2[N+](=O)[O-])OCO3)N(C)Cc2ccccc2)cc1 (stereo not drawn)
47) CCOC(=O)c1cc(C(=O)Nc2ccc(S(=O)(=O)Nc3ccc(OC)cc3)cc2)nn1C
48) Cc1cccc(NC(=O)C2CCCN(C(=O)Nc3ccccc3)C2)c1C (stereo not drawn)
49) O=C(CCCOc1ccccc1)N1CCN(c2ccc(F)cc2)CC1

screen / no.	41	42	43	44	45	46	47	48	49
XIAP antagonists	-4.6%	-5.4%	0.1%	-6.3%	-1.6%	1.7%	/	-2.0%	-3.7%
AID2073	-19%	3%	2%	-15%	1%	-11%	8%	?	5%
LYP phosphatase	-7%	-3%	5%	-1%	-5%	1%	-5%	-4%	-7%
HIV fusion peptide	0.4%	1.3%	-0.8%	-3.2%	-1.3%	15%	-1.0%	0.4%	-0.5%
Dengue-2 NS5 capping	-1%	-7%	1%	2%	0%	3%	-13%	1%	-2%
Siah-1 displacement	2%	-1%	2%	-2%	-1%	5%	-4%	0%	0%
Rac1 GTP hydrolysis	2%	4%	5%	-10%	9%	4%	8%	-7%	10%
RSV CPE inhibition	-1.8%	1.1%	6.1%	-2.0%	1.1%	4.5%	?	0.3%	10%
Large T inhibition	6%	26%	6%	16%	18%	7%	13%	6%	1%

Assay outcomes from PubChem BioAssay.
